High-throughput results as filed in PubChem.
SMN2 splice up = qHTS Assay for Enhancers of SMN2 Splice Variant Expression. Potency, µM (highest dose often 46.1 µM), inactives show top-dose activity change, positive = activation, usual class: activators. HEK293 SMN2-luciferase splicing reporter, luminescence, 30-36 h. actives 2.8% (n = 210,000); also: % of control where 0% means no effect; nearly all actives have a fitted effect of over 55% in size
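qHTS luciferase splicing reporter: luminescence rises when SMN2 exon 7 is included in transfected HEK293 cells. Compound exposure lasted 30-36 h at 37C, with 4.5 mM final sodium butyrate as control, followed by a ONE-Glo read.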
KDM4E inh = qHTS Assay for Inhibitors of Human Jumonji Domain Containing 2E (JMJD2E) | JMJD2E catalytic domain, FDH-coupled NADH fluorescence (FDH is formaldehyde dehydrogenase) | Potency, µM (titrated, usually from 57.1 µM), for the others: at the highest dose activity change, negative = inhibition, hits mostly inhibitors | actives 1.6% (n = 230,000) | AID 2147, 2009; active = well fitted inhibition curve with a large enough effect, not every such curve was filed as active; inconclusive = small, poorly fitted or top-dose-only effect, or another doubt; inactive = no such curve, though single readings can be large or run the other way;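 also: 0% = wells with enzyme and -100% = buffer wells without enzyme; nearly all actives have a fitted effect of over 50% in size; many of its hits are not listed in these tables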
aGlu spleen mod = qHTS Assay for Inhibitors and Activators of Human alpha-Glucosidase From Spleen Homogenate; Potency, µM (doses to about 79.9 µM), for inactives: top-dose activity change, negative = inhibition, hits mostly inhibitors; Lysosomal alpha-glucosidase (Homo sapiens), P10253; actives 0.006% (n = 240,000); human spleen homogenate, 4-MU-alpha-glucoside fluorescence;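 also: 0% = enzyme with vehicle and -100% = no enzyme basal signal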
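Human spleen homogenate (1 ug) incubated with compounds and 1 mM 4-methylumbelliferyl-alpha-D-glucopyranoside in pH 5.0 citrate/phosphate buffer, 37 C, 40 min. Stopped at pH 10; 4-MU fluorescence (Ex 365/Em 440 nm); AC50 by Hill fit.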
GAA inhib = qHTS Assay for Inhibitors of Human alpha-Glucosidase as a Potential Chaperone Treatment of Pompe Disease; Lysosomal alpha-glucosidase (Homo sapiens), P10253; purified human GAA, 4-MU-alpha-glucoside fluorescence; Potency, µM (top dose mostly 76.9 µM), inactives show at the highest dose activity change, negative = inhibition, hits mostly inhibitors; actives 0.005% (n = 200,000); AID 1466, 2008;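 also: plate controls were uninhibited enzyme wells for no effect and no-enzyme background for full effect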
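Human enzyme at 4 nM with 400 uM 4-methylumbelliferyl-alpha-D-pyranoside, citrate/phosphate buffer pH 5.0, 0.005% Tween-20, 20 min at room temperature. Compounds up to 77 uM. 4-MU fluorescence (Ex 365/Em 440) read after NaOH/glycine stop; AC50 from Hill fit.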
ALDH1A1 block = qHTS Assay for Inhibitors of Aldehyde Dehydrogenase 1 (ALDH1A1). Aldehyde dehydrogenase 1A1 (Homo sapiens), P00352. Purified ALDH1A1, NADH fluorescence, propionaldehyde substrate. Potency, µM (top dose mostly 75.3 µM), without a hit: at the top dose activity, negative = inhibition, actives largely listed as inhibitors. actives 7.3% (n = 220,000); active = well fitted inhibition curve with a large enough effect, not every such curve was filed as active; inconclusive = small, poorly fitted or top-dose-only effect, or another doubt; inactive = no such curve, though single readings can be large or run the other way;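 also: plate controls were no enzyme wells and a reference inhibitor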
Target sequence (P00352 whole entry, looked up): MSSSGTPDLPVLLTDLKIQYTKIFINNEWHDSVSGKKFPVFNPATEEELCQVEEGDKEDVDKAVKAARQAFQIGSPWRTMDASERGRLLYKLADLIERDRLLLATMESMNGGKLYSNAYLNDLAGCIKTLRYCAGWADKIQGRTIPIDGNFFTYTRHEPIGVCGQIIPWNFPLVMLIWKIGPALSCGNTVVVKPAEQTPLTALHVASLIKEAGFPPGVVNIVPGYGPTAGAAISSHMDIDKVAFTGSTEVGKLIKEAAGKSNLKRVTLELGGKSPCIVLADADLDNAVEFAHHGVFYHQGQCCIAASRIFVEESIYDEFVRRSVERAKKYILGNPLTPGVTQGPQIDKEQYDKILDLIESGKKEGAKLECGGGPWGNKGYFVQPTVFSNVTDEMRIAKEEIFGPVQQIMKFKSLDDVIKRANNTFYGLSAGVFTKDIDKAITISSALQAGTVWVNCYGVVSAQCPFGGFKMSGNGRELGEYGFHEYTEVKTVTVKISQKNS
GoLoco inh red = qHTS Assay for Inhibitors of RGS12 GoLoco Motif Activity (Red Fluorophore); Guanine nucleotide-binding protein G(i) subunit alpha-1 (Homo sapiens), P63096; Gai1:RGS12 GoLoco peptide FP, rhodamine, 10 min; Potency, µM (top dose mostly 61.6 µM), for inactives: top-dose activity, negative = inhibition, usual class: inhibitors; actives 0.44% (n = 230,000); active = well fitted inhibition curve with a large enough effect, not every such curve was filed as active; inactive = no such curve, though single readings can be large or run the other way; also: % is scaled to controls: 0 for no effect and ±100 for the full control effect; nearly all actives have a fitted effect of over 30% in size; many of its hits are not listed in these tables
Target sequence (P63096 whole entry, looked up): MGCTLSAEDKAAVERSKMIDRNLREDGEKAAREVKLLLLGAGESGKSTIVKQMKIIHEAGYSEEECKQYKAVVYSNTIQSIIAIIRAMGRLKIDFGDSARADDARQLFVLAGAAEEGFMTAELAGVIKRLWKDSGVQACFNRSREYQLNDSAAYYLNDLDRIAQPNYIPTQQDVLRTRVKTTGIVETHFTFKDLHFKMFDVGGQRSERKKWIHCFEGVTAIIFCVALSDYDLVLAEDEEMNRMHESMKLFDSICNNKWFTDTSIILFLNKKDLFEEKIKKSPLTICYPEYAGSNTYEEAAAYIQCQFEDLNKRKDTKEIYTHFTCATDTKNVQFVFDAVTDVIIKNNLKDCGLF
GAA glycogen = qHTS Assay for Inhibitors and Activators of Human alpha-Glucosidase Cleavage of Glycogen. Lysosomal alpha-glucosidase (Homo sapiens), P10253. recombinant GAA, glycogen substrate, Amplex Red glucose oxidase fluorescence. Potency, µM (titrated, usually from 76.4 µM), inactives show at the highest dose activity change, negative = inhibition, actives largely listed as inhibitors. actives 0.38% (n = 300,000);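 also: 0% = full enzyme reaction and -100% = no-enzyme basal signal; the screen sought inhibitors and activators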
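Recombinant enzyme (4 nM final) with compounds titrated up to 77 uM and bovine liver glycogen (30 ug) in citrate pH 5.0, 0.01% Tween-20, 37 C 40 min. Released glucose detected by Amplex Red/glucose oxidase (Ex 573/Em 610); AC50 from Hill fits.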
GLA spleen mod = qHTS Assay for Inhibitors and Activators of Human alpha-Galactosidase From Spleen Homogenate; Alpha-galactosidase A (Homo sapiens), P06280; human spleen homogenate, 4MU-alpha-Gal fluorescence, 40 min; Potency, µM (series often up to 80 µM), without a hit: at the top dose activity change, negative = inhibition, usual class: inhibitors; actives 0.008% (n = 240,000); AID 2107, 2009;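 also: 0% = enzyme with vehicle and -100% = no enzyme basal signal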
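Inhibition or activation of alpha-galactosidase in human spleen homogenate is scored by 4-MU fluorescence after 40 min at 37C, pH 5.0, with 1 mM substrate. AC50s come from concentration-response fitted to the Hill equation.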
* = called active by the depositor; u = inconclusive; x = not tested or not shown; & = joins results of further samples; [ ] = dose if it differs, or a comment. Unless noted, calls follow the shape of the dose curve; as a rule, active = well fitted curve in the direction sought with a large enough effect; inconclusive = small, poorly fitted or top-dose-only effect, or another doubt; inactive = no such curve, though single readings can be large; an effect the other way counts as inactive or inconclusive. Potency is read from the fitted curve at half-maximal effect.

SMILES | SMN2 splice up | KDM4E inh | aGlu spleen mod | GAA inhib | ALDH1A1 block | GoLoco inh red | GAA glycogen | GLA spleen mod
CCOC(=O)CNC(=O)N1CCCC(C(=O)c2cccc(Cl)c2)C1 (configuration not stated) | -1% | -2% | -1% | 10% | -4% | 0% | -3% | -4%
CC(C)CCn1nnnc1CN1CCN(c2ccc(F)cc2)CC1 | x | -8% | -2% | u | 2% | 15% | 1% | -5%
COc1ccc(C(=O)NNC(=O)CN2CCC(n3nnc4cc(C)ccc43)CC2)cc1 | -8% | 0% | 3% | -4% | 11% | 0% | 0% | 7%
N#CC1=C(N)NC(SCC(=O)c2ccc(Br)cc2)=C(C#N)C12CCCCC2 | -28% | -7% | -7% | -11% | 13µM* | 8% | 4% | 1%
COc1ccc(/C=N/OC/C(O)=C(\C#N)c2nc3ccccc3[nH]2)cc1OC | 25% | -1% | -3% | 6% | -18% | 17% | 9% | 1%
CC(C)OC(=O)C1C(=O)CC(C)(O)C(C(=O)OC(C)C)C1c1cccnc1 (configuration not stated) | -16% | 3% | 3% | u | 5% | 4% | -7% | 11%
C=CCOC(=O)C1=C[C@H](c2cn(C(C)=O)c3ccccc23)[C@@H](CCCO)[C@H](OCC)O1 | x | -14% | -10% | x | -1% | -1% | 4% | 11%
COc1ccc(Cl)cc1NC(=O)COC(=O)c1cc(NS(=O)(=O)c2cccs2)ccc1O | -3% | 4% | -2% | -2% | -9% | -2% | 0% | -1%
CN1CCN(CCCNC(=S)Nc2ccc(F)c(Cl)c2)CC1 | 21% | 0% | -1% | -8% | 0% | 4% | 7% | -2%
Cc1ccc(-c2cc(C(=O)O)n(-c3ccc(S(N)(=O)=O)cc3)n2)cc1 | 10% | 2% | -4% | 2% | 1% | 5% | -9% | 8%
O=C(Nc1cn(-c2ccccc2)nc1-c1ccccc1)c1ccccc1 | 1% | 302%[activator] | 4% | -4% | -2% | 5% | 9% | 0%
CCCN(Cc1cc2cc(OC)ccc2[nH]c1=O)C(=O)c1ccncc1 | 2% | u | -11% | u | u | -11% | -4% | -1%
Cc1nn2c(NC(C)C)c3c(nc2c1-c1ccccc1)CCC3 | x | u | -1% | x | x | -6% | -3% | 2%
Cc1nc2c(-c3ccc(F)cc3)c(C)nn2c(N2CCOCC2)c1C | -30% | 1% | -2% | 10% | 21% | -6% | -6% | -1%
CN1CCCC2(CCN(C(=O)c3cc(C(F)(F)F)cc(C(F)(F)F)c3)CC2)C1 | 7% | x | -3% | x | 11% | 7% | x | 0%
CN(C)CCCN(C(=O)COc1ccccc1)c1nc2ccc(Cl)cc2s1 | -11% | 8% | 1% | -5% | -2% | -5% | 5% | 5%

The final 3 compounds of the section before come first, to join the parts:
SMILES | SMN2 splice up | KDM4E inh | aGlu spleen mod | GAA inhib | ALDH1A1 block | GoLoco inh red | GAA glycogen | GLA spleen mod
Cc1nc2c(-c3ccc(F)cc3)c(C)nn2c(N2CCOCC2)c1C | -30% | 1% | -2% | 10% | 21% | -6% | -6% | -1%
CN1CCCC2(CCN(C(=O)c3cc(C(F)(F)F)cc(C(F)(F)F)c3)CC2)C1 | 7% | x | -3% | x | 11% | 7% | x | 0%
CN(C)CCCN(C(=O)COc1ccccc1)c1nc2ccc(Cl)cc2s1 | -11% | 8% | 1% | -5% | -2% | -5% | 5% | 5%
O=S1(=O)N=C(N(CCO)/N=C/C=C/c2ccccc2)c2ccccc21 | 18% | u | 0% | -11% | u | 6% | 10% | 3%
Cn1c(CNC(=O)c2ccco2)nnc1SCC(=O)Nc1cccc(F)c1 | 6% | 6% | -2% | 6% | -7% | 2% | 18% | -3%
Cc1cccnc1NC(=O)Nc1cccc(C(F)(F)F)c1 | -3% | 1% | 5% | -7% | 6% | 5% | -5% | 6%
O=C(COc1ccc(Cl)cc1)Nc1ccccc1N1CCOCC1 | -47%[inhibitor] | -2% | -22% | -6% | 10% | 7% | -8% | -5%
CCS(=O)(=O)N1CCN(c2ccccn2)CC1 | 8% | u | -7% | 4% | u | -4% | -8% | -8%
COc1ccc(N2C(=O)C3CCCN3C2c2ccccc2F)cc1 (configuration not stated) | 23% | -1% | -2% | 0% | u | -1% | -3% | -12%
c1cc2c(cc1-c1cnc3n1CCC3)OCCO2 | -5% | -5% | -7% | 0% | u | 4% | 9% | -11%
CN(C)C(=O)COC(=O)c1ccccc1OCC(=O)Nc1ccc(SC(F)F)cc1 | 3% | 0% | 4% | 1% | u | 10% | 2% | -3%

Entries above printed as active in ALDH1A1 block.
SMILES | SMN2 splice up | KDM4E inh | aGlu spleen mod | GAA inhib | ALDH1A1 block | GoLoco inh red | GAA glycogen | GLA spleen mod
N#CC1=C(N)NC(SCC(=O)c2ccc(Br)cc2)=C(C#N)C12CCCCC2 | -28% | -7% | -7% | -11% | 13µM* | 8% | 4% | 1%

(listing goes on)
SMILES | SMN2 splice up | KDM4E inh | aGlu spleen mod | GAA inhib | ALDH1A1 block | GoLoco inh red | GAA glycogen | GLA spleen mod
CCn1cc(C(=O)N2CCN(c3ccc(F)cc3)CC2)c2cc(OC)c(OC)cc2c1=O | -1% | 2% | 3% | 6% | -5% | -5% | 2% | 5%
COc1ccc(NC(=O)c2ccc(COc3ccc(C)cc3)o2)cc1 | x | u | 0% | u | -3% | -8% | -12% | -2%
COc1ccc(C=Nc2cccc3c(=O)[nH][nH]c(=O)c23)c2ccccc12 | -15% | u | -4% | 3% | u | 13% | 21% | 5%
CCOC(=O)Cc1c(Sc2ccccc2)c2cc(C)ccc2n1C | -12% | 2% | -6% | 2% | 15% | 0% | -6% | -2%
CC(=O)NC12CC3CC(CC(CC(=O)O)(C3)C1)C2 | -15% | 3% | -15% | 6% | -1% | 3% | 7% | -3%
Cc1nnc(SCC(=O)Nc2cccc(C(F)(F)F)c2)n1Cc1ccco1 | -6% | 9% | 0% | -9% | u | 2% | 9% | -16%
COc1ccc(NC(=O)Cn2c(=O)n(CC3CCCO3)c(=O)c3ccccc32)c(OC)c1 (configuration not stated) | -67%&3%[inhibitor] | 1% | 1% | -5% | 0.028µM* | 3% | -7% | 1%
Cc1ccc(C2C(C(=O)c3ccco3)=C(O)C(=O)N2c2ncccn2)cc1 (configuration not stated) | x | -5% | -7% | 0% | 7% | 14% | -6% | -4%
COc1cccc(-c2cc(=O)c3cc(NC(=O)c4ccc(Cl)cc4)ccc3[nH]2)c1 | 11% | 6% | 0%&2% | 5% | 2%&12% | 7%&-5% | 4% | 4%&0%
O=S(=O)(Nc1ccc(O)c(Sc2nc3ccccc3s2)c1)c1cccc2ccccc12 | x | 0% | 0% | -1% | -1% | x | u | -1%
CC(=O)OC1CC(OC(C)=O)[C@]2(C)C(CC(O)[C@]3(C)C2CC[C@@]2(C)C(c4ccoc4)OC(=O)C4O[C@]432)C1(C)C (some centres not stated) | -4% | 1% | -4% | x | 2% | 12% | x | 15%
CCCC(=O)Nc1ccc(C(=O)N2CCCC2)cc1 | 15% | 1% | -4% | -6% | 6% | -1% | 2% | -8%
CC(C)(C)NC(=S)N/N=C\c1ccc(-c2ccc([N+](=O)[O-])cc2)o1 | x | -2% | -13% | x | x | 20% | -14% | 2%
CCC(=O)c1cn(CC(=O)NCc2ccco2)c2ccccc12 | 13% | -21% | 2% | x | 3% | 10% | 17% | 3%
O=C(C1=C[C@H](c2ccc(C(F)(F)F)cc2)C[C@H](OCc2ccc(CO)cc2)O1)N1CCCCCCC1 | x | -20% | -8% | x | u | 3% | -8% | -1%
Cc1nnc(SCc2cccc3ccccc23)n(N)c1=O | 7% | 5% | -9% | 7% | 6% | 4% | -4% | 0%
COc1ccc(-c2csc(N(C)C(=O)c3cccs3)n2)cc1 | x | 0% | 10% | -3% | 7% | 8% | -8% | 5%
CN(C)c1ccc(NC(=O)c2ccncc2)c2ccccc12 | -19% | -1% | 1% | u | -4% | -3% | -20% | 7%
Cc1cccc(Oc2ccccc2N)c1 | 16% | -11% | -3% | u | u | 1% | 2% | 6%
O=c1c(-c2ccccc2)nc2cnc(Oc3cccc(Cl)c3)nc2n1C1CC1 | x | x | -6% | x | u | 18% | x | 6%
COc1ccc(NC(=O)NCCCN2CCCC2=O)c(OC)c1 | 9% | 3% | -3% | 1% | 24% | 16% | 30% | -1%
CCc1cc2c(nc1CC)CCN(CC/C(C)=N/OC[C@H]1O[C@H](c3ccccc3)C=C[C@@H]1Oc1ccc(OC)cc1)C2 | -34% | 35µM* | 5%[17.4 µM] | u | 5%[13.5 µM] | 63%[activator] | -2% | 9%[17.5 µM]
COc1ccc(C2=NNC(c3ccco3)=Nc3ccc(F)cc32)cc1 | 2% | 1% | -1% | 0% | 1% | 1% | 1% | -4%
CCCCOC(=O)Nc1ccc(N2CCOCC2)cc1 | 11µM* | 5% | -2% | -6% | -1% | -7% | 1% | 1%
O=C1Nc2cc(Cl)c(Cl)cc2N(O)N1c1ccccc1Cl | -29% | -6% | 2% | 1% | 6% | -8% | 4% | 10%
COc1ccc(C(=O)NNC(=O)c2ccccn2)cc1 | 2.5µM* | 2% | -5% | 3% | -1% | -5% | -9% | 40%
COc1ccc(OCC(=O)N2CCN(C(=O)c3cccc(F)c3)CC2)cc1 | 19% | -3% | -4% | -3% | u | -1% | -6% | 5%

Ordered by the number under GAA inhib (low to high): 4 from the list above.
SMILES | GAA inhib
COc1ccc(-c2csc(N(C)C(=O)c3cccs3)n2)cc1 | -3%
COc1ccc(C2=NNC(c3ccco3)=Nc3ccc(F)cc32)cc1 | 0%
O=C1Nc2cc(Cl)c(Cl)cc2N(O)N1c1ccccc1Cl | 1%
COc1ccc(C(=O)NNC(=O)c2ccccn2)cc1 | 3%

Not all compounds are listed, so the mix of outcomes need not match the whole.
